Screening data: PubChem, several laboratories
dFosB activator – activators of delta FosB homodimer, primary screen, biochemical, fluorescence polarization, TAMRA-CDK5 oligo, single point. Protein FosB (Mus musculus), P13346. purified delta FosB; percent of positive-control signal above neutral wells. activation, % at 25 µM. 340,000 compounds, 0.99% hits. AID 493131, 2011;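 active = mean activation above about 17%, with every replicate also reaching it, limit read from the data, passing the limit was not always enough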;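 also: fluorescence polarization rise as delta FosB binds a TAMRA Cdk5 AP-1 oligo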
CAL PDZ FP-1 – untagged CAL PDZ binding inhibitors, primary screen, biochemical, fluorescence polarization, HTS | purified CAL PDZ, TMR-peptide fluorescence polarization, 1 h | inhibition, % at 24.9 µM | 300,000 compounds, 0.92% hits | AID 602252, 2012;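 active = mean inhibition of at least 30% with at least half of replicates also reaching 30%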;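 also: 0% = DMSO neutral control and 100% = excess unlabeled competitor peptide PRC23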
V-ATPase pHluor – regulators of yeast V-ATPase proton pumping, primary screen, pHLuorin cytosolic pH fluorescence. S. cerevisiae. 350,000 compounds, 0.37% hits. AID 504577, 2011. response, % at 10 µM; in the data active = response mostly above about 7.3%, no sharp cut-off; inactive = mostly below about 5.4%; also: actives read high; inactives centre near 0; some compounds called inactive have numbers as strong as hits
cardiac RTF act – cardiac RTF calcium sensitivity activators, primary screen, biochemical, IANBD-TnC fluorescence, EC20 calcium; Troponin I, cardiac muscle (Homo sapiens) + Troponin T, cardiac muscle (Homo sapiens) + …; IANBD-labeled TnC RTF fluorescence at EC20 calcium; 0% EC20 calcium, 100% full calcium; activation, % at 7.2 µM; 340,000 compounds, 0.24% hits; AID 493008, 2010;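 active = activation above the mean over all tested compounds plus 3 SD, cut at about 30% in these data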;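 also: rise in fluorescence read as greater calcium sensitivity of cardiac thin filaments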
MITF act – activators of MITF-driven TRPM1 promoter reporter, primary screen, cell-based, SK-MEL-5, luciferase, single point; SK-MEL-5 TRPM1-promoter luciferase, 24 h; % of positive control, neutral wells = 0; activation, % at 12.5 µM; 300,000 compounds, 0.75% hits;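 active = mean activation of at least 80% with every replicate also reaching 80%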;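 also: 0% = neutral control wells and 100% = parthenolide positive control wells; values of inactives mirror those of a sister screen read the other way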
CAL PDZ FP-2 – CAL PDZ peptide-binding inhibitors, primary screen, biochemical, fluorescence polarization, Cer-tagged CAL PDZ, HTS; AID 504414, 2011; inhibition, % at 20 µM; 330,000 compounds, 0.02% hits; purified CAL PDZ, TMR-peptide fluorescence polarization, 1 h;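 active = highest replicate inhibition of at least 40%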;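 also: plate controls were DMSO neutral control wells for no effect and unlabeled competitor peptide control wells for full effect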
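Material: tagged CAL PDZ protein CerCALP, purified; buffer or medium: sodium phosphate/NaCl buffer pH 7.4 with TCEP, IgG, Thesit; also added: fluorescent TMR peptide probe; schedule: 1 h incubation at room temperature before polarization reading; technique: fluorescence polarization from S- and P-plane intensities, G-factor corrected; control set: unlabelled peptide and DMSO controls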
Wnt bcat act – Wnt/beta-catenin pathway activators, primary screen, cell-based, plate reader, single point; AID 743398, 2014; 300,000 compounds, 1.2% hits; Wnt/beta-catenin reporter cell assay, activator; activation, % at 9.35 µM; in the data active = activation above about 30%, passing the limit was not always enough;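 also: 0% = neutral control wells and 100% = positive control wells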
Rtt109 Vps75 – inhibitors of C. albicans Rtt109/Vps75 HAT, primary screen, biochemical, ThioGlo CoA-SH fluorescence, plate reader; Histone acetyltransferase RTT109 (Candida albicans (strain SC5314 / ATCC MYA-2876)), …; purified Rtt109/Vps75, 4 h; inhibition, % at 34.9 µM; 330,000 compounds, 0.16% hits;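 active = inhibition of at least 50% in every replicate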
Target sequence (Q5AAJ8 whole entry, looked up): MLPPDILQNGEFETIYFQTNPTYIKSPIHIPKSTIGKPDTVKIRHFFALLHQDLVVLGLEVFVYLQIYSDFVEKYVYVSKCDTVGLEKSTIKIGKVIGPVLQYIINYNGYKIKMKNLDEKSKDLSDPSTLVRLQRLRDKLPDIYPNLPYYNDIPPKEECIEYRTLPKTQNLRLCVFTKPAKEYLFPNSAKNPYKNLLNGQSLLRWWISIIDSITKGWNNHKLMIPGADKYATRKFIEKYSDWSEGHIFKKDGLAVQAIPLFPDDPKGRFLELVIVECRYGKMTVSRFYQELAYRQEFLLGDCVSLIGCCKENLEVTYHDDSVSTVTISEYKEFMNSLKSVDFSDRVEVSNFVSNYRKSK
CDK5 inh – inhibitors of human CDK5/p35 kinase, primary screen, biochemical, single concentration. Cyclin-dependent kinase 5 (Homo sapiens) + Cyclin-dependent kinase 5 activator 1 (Homo …. Recombinant CDK5/p35, ADP-Glo luminescence, 60 min. inhibition, % at 10 µM. 330,000 compounds, 0.01% hits. AID 488839, 2010;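 active = highest replicate inhibition of at least 50% and at least 75% of replicates reaching 50%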;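 also: plate controls were DMSO neutral control for no effect and GW8510 at 10 µM for full effect; many of its hits are not listed in these tables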
Target sequence (Q00535 whole entry, looked up): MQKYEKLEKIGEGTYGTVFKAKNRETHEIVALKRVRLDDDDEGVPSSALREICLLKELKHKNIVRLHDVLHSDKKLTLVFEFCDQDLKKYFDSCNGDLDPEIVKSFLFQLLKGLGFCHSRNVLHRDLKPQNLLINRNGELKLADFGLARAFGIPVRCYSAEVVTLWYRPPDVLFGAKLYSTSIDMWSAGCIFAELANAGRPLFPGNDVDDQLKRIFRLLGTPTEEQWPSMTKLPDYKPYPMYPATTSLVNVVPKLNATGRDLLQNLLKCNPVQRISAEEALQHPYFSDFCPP
Target sequence (Q15078 whole entry, looked up): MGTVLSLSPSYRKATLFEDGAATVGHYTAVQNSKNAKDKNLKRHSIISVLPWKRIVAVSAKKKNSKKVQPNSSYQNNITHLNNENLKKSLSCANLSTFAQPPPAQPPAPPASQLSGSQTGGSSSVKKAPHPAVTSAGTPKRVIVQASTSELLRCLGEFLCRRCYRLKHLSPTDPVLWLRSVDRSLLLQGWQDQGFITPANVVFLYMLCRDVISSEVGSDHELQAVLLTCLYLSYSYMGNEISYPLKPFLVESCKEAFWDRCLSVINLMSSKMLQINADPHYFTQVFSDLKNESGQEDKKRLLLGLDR
Tat transport – E. coli Tat export inhibitors, primary screen, MC4100, TorA-mCherry reporter, fluorescence, single point. inhibition, % at 10 µM. 340,000 compounds, 0.036% hits. AID 488895, 2010;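 active = mean replicate inhibition at least 50% and at least half of replicates individually reaching 50%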;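 also: exported cargo escapes ClpAP degradation while cytoplasmic cargo is degraded and loses fluorescence; 0% = median of neutral control wells and 100% = median of NaSCN control wells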
* marks the source's active call; other numbers are inactive results; . = not tested or not shown.

SMILES | dFosB activator | CAL PDZ FP-1 | V-ATPase pHluor | cardiac RTF act | MITF act | CAL PDZ FP-2 | Wnt bcat act | Rtt109 Vps75 | CDK5 inh | Tat transport
CCn1c(CN2CCN(Cc3ccc(C)cc3)C(CCO)C2)nc2ccccc21 (configuration not stated) | -14 | -1 | 8 | 14 | -5 | -1.1 | -1 | 2 | -8.3 | 7
COc1ccc2c(c1)cc(C(=O)O)n2C | 5 | -2 | -4 | -3 | . | -2.2 | . | . | -0.4 | -5
COc1cc(-c2nc3ccc4ccccc4c3c3c2CCC3)cc(OC)c1O | -15 | 4 | -2 | -4 | 0 | -0.5 | -5 | -8 | -1.6 | 14
O=C(COc1ccc(Cl)cc1Cl)Nc1ccc2nc3n(c(=O)c2c1)CCCC3 | 1 | -4 | -2 | -3 | 8 | -0.5 | . | 8 | 0.4 | -13
COC(=O)C1=C(C)NC(=S)NC1c1ccco1 (configuration not stated) | -5 | 1 | -1 | 8 | 7 | -1.4 | -2 | . | 0.5 | -1
COC(=O)c1c(-c2ccccc2OC)sc2cc3c(cc12)OCO3 | -11 | 23 | 5 | -2 | -11 | -0.7 | 3 | -3 | -1.2 | 0
Fc1ccc(NC(=S)Nc2cccnc2)cc1 | -3 | -2 | 0 | -2 | 3 | -8.4 | 0 | 0 | -1.1 | 7
C/C(Cc1ccccc1)=N\NC(=O)c1ccccn1 | -6 | -4 | 1 | 4 | 1 | -2.2 | 13 | -5 | -1.6 | -5
Cc1cccc(N2CCN(S(=O)(=O)c3ccc4c(c3)NC(=O)C(C)S4)CC2)c1C (configuration not stated) | 1 | -1 | 4 | 2 | -10 | -2.1 | 1 | -1 | 0.3 | 5
CCC1(C)Cc2ccccc2-c2nc(NN)[nH]c(=O)c21 (configuration not stated) | -9 | 2 | 1 | -10 | 8 | 0.1 | 3 | -10 | 0.8 | 8
CCOC(=O)c1ccc(N2C(=O)C3CC=CCC3C2=O)cc1 (configuration not stated) | -1 | 0 | 3 | -4 | 17 | -0.5 | . | 6 | 0.2 | 12
CC(=O)c1ccc(OCCCC(=O)N(CCC2=CCCCC2)c2c(N)n(Cc3ccccc3)c(=O)[nH]c2=O)cc1 | 2 | -5 | -1 | -5 | -7 | -2.7 | -2 | 3 | 0.8 | -9
CC(=NCCN1CCNCC1)C1=C(O)CC(C)(C)CC1=O | -5 | -1 | 0 | 9 | -5 | -0.4 | . | 5 | -3.6 | -5
O=C(OCC(=O)N1CCN(C(=O)c2ccco2)CC1)c1cc(-c2ccc(Cl)c(Cl)c2Cl)nc2ccccc12 | 0 | -1 | -3 | 1 | . | -1.3 | -7 | -1 | 2.8 | -1
COc1cccc(N2CCN(C3CC(=O)N(c4ccc(Cl)cc4)C3=O)CC2)c1 (configuration not stated) | 1 | -1 | 2 | -6 | 5 | . | . | -6 | -1.6 | -2
CCCNC(=O)C(Cc1ccccc1)NS(=O)(=O)c1ccc2c(c1)CCC(=O)N2 (configuration not stated) | 4 | . | 3 | 0 | 3 | -0.9 | 21 | -4 | -3.6 | -4
Cc1nn(-c2ccccc2)c(N)c1N=Nc1cccc(S(=O)(=O)N2CCOCC2)c1 | -1 | -3 | 2 | -6 | 8 | -2.0 | 2 | -2 | -0.4 | 7
COC(=O)c1ccc(NC(=O)CSc2ccc(-c3ccccn3)nn2)cc1 | 5 | -5 | -2 | -2 | 2 | -1.3 | 3 | 5 | 2.6 | -8
O=C(Cn1c(NCCO)nc2ccccc21)NCC(F)(F)F | 4 | 3 | -5 | 0 | -7 | -1.8 | -4 | 5 | 0.4 | 0
O=C(NCc1n[nH]c(=S)n1-c1ccc(Br)cc1)c1ccc(S(=O)(=O)N2CCCCC2)cc1 | -3 | -2 | -3 | -11 | -2 | 0.2 | -2 | 6 | 0.7 | 10
CN(C(=O)c1ccc2c(c1)SC1=NS(=O)(=O)CCN12)C(c1ccccc1)c1ccccc1 | -4 | 1 | 0 | -7 | 7 | -1.4 | -5 | 1 | 1.7 | 0
C=CCOc1ccc(C2C(C#N)=C(N)N(Nc3ccccc3)C3=C2C(=O)CCC3)cc1OC (configuration not stated) | -10 | -8 | -2 | -2 | -20 | -0.7 | . | -14 | 1.7 | 7
O=C(c1ccco1)N1CCN(C(c2ccccc2Cl)c2nnnn2Cc2cccs2)CC1 (configuration not stated) | -15 | -1 | -1 | 0 | -2 | -1.7 | . | 5 | 0.2 | 6
CCCn1c2ccccc2c2cnn(CC(=O)NCCCOC)c(=O)c21 | -13 | -3 | 3 | -4 | . | -0.9 | -4 | 3 | 1.1 | -1
COc1ccc(NC(=O)CSc2nnc(NC(=O)C3CCC3)s2)cc1 | -2 | -6 | -6 | -3 | 3 | -2.9 | 1 | 2 | 0.8 | 8
The list continues.
SMILES | dFosB activator | CAL PDZ FP-1 | V-ATPase pHluor | cardiac RTF act | MITF act | CAL PDZ FP-2 | Wnt bcat act | Rtt109 Vps75 | CDK5 inh | Tat transport
CCS(=O)(=O)Nc1cc(OC)c(OC)cc1Cc1nccc2cc(OC)c(OC)cc12 | -10 | 65* | -6 | -4 | -10 | -0.9 | -3 | 1 | -2.3 | 9
Cc1ccc(NC(=O)CSc2nc3ccccc3nc2N2CCCC2)cc1 | -5 | . | 2 | 0 | . | -1.1 | 8 | 7 | -1.5 | 4
C=CCNc1cnn(-c2ccc(C)cc2)c(=O)c1Sc1ccc(C)cc1 | -9 | 1 | 1 | 1 | 2 | -2.7 | -2 | -5 | -2.5 | 8
Cc1cc(C)c(C)c(S(=O)(=O)NCCCn2ccnc2)c1C | -1 | -3 | 0 | -3 | . | -1.1 | 0 | 4 | 0.6 | -4
O=C(NCc1ccccc1F)C1CCCN1S(=O)(=O)c1ccc(Cl)cc1 (configuration not stated) | -3 | -6 | 1 | 2 | 2 | -0.1 | -5 | -4 | -1.3 | -7
C/C(=N/NC(=O)CN1CCN(S(=O)(=O)c2ccc(C)cc2)CC1)c1cccc(O)c1 | -2 | -2 | 3 | 2 | 7 | 0.3 | -3 | 7 | 2.0 | 5
Cc1cccc(C)c1NC(=O)CN(C)C(=O)c1ccccc1SCC(=O)N1CCCC1 | -3 | 0 | 1 | 0 | 4 | -2.6 | 0 | 1 | 0.4 | 0
Cn1c(=O)c2c(nc(CN3CCN(c4ccc(F)cc4)CC3)n2Cc2ccccc2F)n(C)c1=O | -1 | -1 | 0 | -6 | . | -0.9 | -5 | 13 | -0.2 | 5
CCCCCNC(=O)N[C@H](C(=O)O)C(C)C | -4 | -9 | 3 | 2 | 6 | -2.3 | . | 0 | -1.0 | 3
CCOc1ccc(OCC)c(-c2c(=O)n(OCc3ccc(C(C)(C)C)cc3)c3ccccc3[n+]2[O-])c1 | -5 | -9 | -1 | 4 | 2 | . | -6 | -1 | 0.5 | 0
COc1ccc(C(C)C)cc1S(=O)(=O)Nc1ccccn1 | -4 | 12 | 1 | -3 | -12 | 0.1 | 0 | 2 | -0.1 | 21
CSc1cccc(NC(=O)CN2C(=O)c3ccccc3S2(=O)=O)c1 | -8 | . | 3 | 4 | -16 | -0.6 | -6 | 3 | -1.3 | 2
O=C(NCCCN1CCOCC1)c1cc2c(=O)[nH]c3ccccc3c2s1 | -52 | -1 | 0 | 2 | -2 | -3.5 | . | 4 | -2.0 | -1
COc1ccc(N2CCN(C(=O)c3cc(S(=O)(=O)N4CCCCCC4)ccc3OC)CC2)cc1 | -4 | -3 | -2 | -6 | -2 | 0.2 | -3 | 9 | -1.6 | 8
CCN(CC(=O)Nc1ccc2c(c1)OCCO2)Cc1nc2cc(Cl)ccc2c(=O)[nH]1 | -10 | . | -1 | 3 | 0 | -0.4 | -1 | 0 | 0.0 | -3
O=C(c1ccc2c3n(nc2c1)-c1ccccc1CO3)N1CCCCC1 | 2 | -1 | 1 | 3 | 20 | -0.7 | 20 | 0 | 34 | -1
COc1cc(/C=N/S(=O)(=O)CCc2ccccc2)ccc1O | -1 | -3 | 7 | 7 | 9 | -3.3 | 4 | 1 | 0.0 | -2
CN(C)c1ccc(C(CNS(=O)(=O)c2ccc([N+](=O)[O-])cc2)N2CCOCC2)cc1 (configuration not stated) | -7 | . | 3 | -12 | 11 | 0.0 | -1 | 2 | -0.4 | 1

Structural class, those above containing a halogen.
SMILES | dFosB activator | CAL PDZ FP-1 | V-ATPase pHluor | cardiac RTF act | MITF act | CAL PDZ FP-2 | Wnt bcat act | Rtt109 Vps75 | CDK5 inh | Tat transport
O=C(COc1ccc(Cl)cc1Cl)Nc1ccc2nc3n(c(=O)c2c1)CCCC3 | 1 | -4 | -2 | -3 | 8 | -0.5 | . | 8 | 0.4 | -13
Fc1ccc(NC(=S)Nc2cccnc2)cc1 | -3 | -2 | 0 | -2 | 3 | -8.4 | 0 | 0 | -1.1 | 7
O=C(OCC(=O)N1CCN(C(=O)c2ccco2)CC1)c1cc(-c2ccc(Cl)c(Cl)c2Cl)nc2ccccc12 | 0 | -1 | -3 | 1 | . | -1.3 | -7 | -1 | 2.8 | -1
COc1cccc(N2CCN(C3CC(=O)N(c4ccc(Cl)cc4)C3=O)CC2)c1 (configuration not stated) | 1 | -1 | 2 | -6 | 5 | . | . | -6 | -1.6 | -2
O=C(Cn1c(NCCO)nc2ccccc21)NCC(F)(F)F | 4 | 3 | -5 | 0 | -7 | -1.8 | -4 | 5 | 0.4 | 0
O=C(NCc1n[nH]c(=S)n1-c1ccc(Br)cc1)c1ccc(S(=O)(=O)N2CCCCC2)cc1 | -3 | -2 | -3 | -11 | -2 | 0.2 | -2 | 6 | 0.7 | 10
O=C(c1ccco1)N1CCN(C(c2ccccc2Cl)c2nnnn2Cc2cccs2)CC1 (configuration not stated) | -15 | -1 | -1 | 0 | -2 | -1.7 | . | 5 | 0.2 | 6
O=C(NCc1ccccc1F)C1CCCN1S(=O)(=O)c1ccc(Cl)cc1 (configuration not stated) | -3 | -6 | 1 | 2 | 2 | -0.1 | -5 | -4 | -1.3 | -7
Cn1c(=O)c2c(nc(CN3CCN(c4ccc(F)cc4)CC3)n2Cc2ccccc2F)n(C)c1=O | -1 | -1 | 0 | -6 | . | -0.9 | -5 | 13 | -0.2 | 5
CCN(CC(=O)Nc1ccc2c(c1)OCCO2)Cc1nc2cc(Cl)ccc2c(=O)[nH]1 | -10 | . | -1 | 3 | 0 | -0.4 | -1 | 0 | 0.0 | -3

Rows are unselected. Share with any hit: about 4.1%.
